# GSTO1 counter – inhibitors of recombinant GSTO1, primary screen, counter-screen for RBBP9 inhibitor project, biochemical, fluorescence polarization; inhibition, % at 5.96 µM; 300,000 tested, 1.1% active; activity-based probe fluorescence polarization;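 active = inhibition above the campaign mean inhibition plus 3 SD, cut at about 35% in these data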;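 also: 0% = GSTO1-1 with DMSO and 100% = wells lacking GSTO1-1 enzyme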
# pPAFAH inh – pPAFAH enzyme inhibitors, primary screen, biochemical, fluorescence polarization, human; inhibition, % at 3.39 µM; 330,000 tested, 1.5% active; recombinant pPAFAH, FP-rhodamine probe fluorescence polarization;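 active = inhibition above the mean inhibition across the screen plus 3 SD, cut at about 25% in these data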;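 also: inhibitors block binding of the rhodamine activity-based probe so polarization drops; 0% = enzyme with DMSO and 100% = wells lacking pPAFAH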
# Target sequence (Q13093 whole entry, looked up): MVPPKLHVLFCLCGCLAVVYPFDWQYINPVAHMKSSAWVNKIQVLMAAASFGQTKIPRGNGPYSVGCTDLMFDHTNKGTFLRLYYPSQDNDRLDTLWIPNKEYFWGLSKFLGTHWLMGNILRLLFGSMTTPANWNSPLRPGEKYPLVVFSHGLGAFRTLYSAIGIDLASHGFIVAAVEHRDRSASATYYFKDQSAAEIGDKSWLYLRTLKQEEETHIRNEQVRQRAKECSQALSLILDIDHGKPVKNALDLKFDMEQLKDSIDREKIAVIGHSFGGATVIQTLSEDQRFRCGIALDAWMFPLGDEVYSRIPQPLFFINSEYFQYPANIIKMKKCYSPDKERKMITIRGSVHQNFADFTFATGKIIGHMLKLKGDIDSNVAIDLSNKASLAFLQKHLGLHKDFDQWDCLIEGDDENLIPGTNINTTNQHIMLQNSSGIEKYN
# PAFAH1B2 FP inh – PAFAH1B2 enzyme inhibitors, primary screen, biochemical, fluorescence polarization, human; 340,000 tested, 1.2% active; Platelet-activating factor acetylhydrolase IB subunit alpha2 (Homo sapiens), P68402; AID 492953, 2010; recombinant PAFAH1B2, FP-rhodamine activity probe; inhibition, % at 3.39 µM;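 active = inhibition above the mean of all tested compounds plus 3 SD, cut at about 24% in these data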;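 also: 0% = enzyme with DMSO and 100% = wells lacking PAFAH1B2; many of its hits are not listed in these tables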
# Target sequence (P68402 whole entry, looked up): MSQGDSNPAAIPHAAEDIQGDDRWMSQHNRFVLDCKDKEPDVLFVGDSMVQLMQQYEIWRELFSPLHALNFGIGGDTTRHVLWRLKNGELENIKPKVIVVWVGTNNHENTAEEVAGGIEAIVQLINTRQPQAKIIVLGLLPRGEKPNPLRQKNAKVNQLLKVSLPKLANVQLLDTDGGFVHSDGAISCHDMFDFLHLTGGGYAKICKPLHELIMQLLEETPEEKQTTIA
# LYPLA1 counter – LYPLA1 inhibitors, primary screen, counter-screen for PME1 inhibitor project, biochemical, fluorescence polarization, FP-Rh probe ABPP. AID 2174, 2009. 320,000 tested, 0.16% active. Acyl-protein thioesterase 1 (Homo sapiens), O75608. recombinant LYPLA1. inhibition, % at 5.9 µM;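 active = inhibition above the mean of all tested compounds plus 3 SD, set per campaign, cut at about 14% in these data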;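 also: inhibitors block serine hydrolase probe labeling of LYPLA1 so polarization falls; 0% = enzyme with DMSO and 100% = wells lacking LYPLA1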
# Target sequence (O75608 whole entry, looked up): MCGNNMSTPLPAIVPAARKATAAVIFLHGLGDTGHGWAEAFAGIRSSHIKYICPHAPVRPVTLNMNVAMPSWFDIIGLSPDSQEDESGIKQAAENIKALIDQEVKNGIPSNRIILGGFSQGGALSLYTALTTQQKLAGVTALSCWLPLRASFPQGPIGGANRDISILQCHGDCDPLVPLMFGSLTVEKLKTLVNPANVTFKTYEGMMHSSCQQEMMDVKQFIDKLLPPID
# PAD4 FP inh – human PAD4 inhibitors, primary screen, biochemical, fluorescence polarization, 1536-well format. recombinant PAD4, RCA probe fluorescence polarization. inhibition, % at 6.36 µM. 330,000 tested, 0.41% active;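 active = percent inhibition above a cutoff equal to the mean of all tested compounds plus 3 SD, cut at about 15% in these data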;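 also: 0% = PAD4 with RCA probe and DMSO and 100% = probe without PAD4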
# PAFAH1B3 inh – PAFAH1B3 enzyme inhibitors, primary screen, biochemical, fluorescence polarization, human. inhibition, % at 3.39 µM. recombinant PAFAH1B3, FP-rhodamine probe. AID 492972, 2010. Platelet-activating factor acetylhydrolase IB subunit alpha1 (Homo sapiens), Q15102. 340,000 tested, 0.28% active;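 active = inhibition above the screen-wide average of all tested compounds plus 3 SD, cut at about 25% in these data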;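 also: 0% = enzyme with DMSO only and 100% = wells lacking PAFAH1B3 protein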
# LYPLA2 counter – LYPLA2 inhibitors, primary screen, counter-screen for PME1 inhibitor project, biochemical, fluorescence polarization, FP-Rh probe ABPP. Acyl-protein thioesterase 2 (Homo sapiens), O95372. recombinant LYPLA2. inhibition, % at 5.9 µM. 320,000 tested, 0.38% active. AID 2177, 2009;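 active = inhibition above the screen-wide mean plus 3 SD, limit set per campaign, cut at about 26% in these data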;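 also: 0% = LYPLA2 with DMSO and 100% = wells lacking LYPLA2 enzyme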
# PREPL inhibitor – PREPL enzyme inhibitors, primary screen, biochemical, fluorescence polarization; Prolyl endopeptidase-like (Homo sapiens), Q4J6C6; recombinant PREPL, fluorescence polarization activity-based probe; inhibition, % at 5.96 µM; 320,000 tested, 0.68% active; in the data active = inhibition above about 43%;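 also: 0% = enzyme with DMSO and 100% = wells lacking enzyme; many of its hits are not listed in these tables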
# PAFAH2 FP inh – PAFAH2 enzyme inhibitors, primary screen, biochemical, fluorescence polarization, human. Platelet-activating factor acetylhydrolase 2, cytoplasmic (Homo sapiens), Q99487. recombinant PAFAH2, FP-rhodamine activity probe. inhibition, % at 3.39 µM. 340,000 tested, 0.99% active;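 active = inhibition above the mean over all tested compounds plus 3 SD, cut at about 30% in these data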;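 also: inhibitors block probe labeling of enzyme so polarization drops; 0% = enzyme with DMSO and 100% = wells lacking PAFAH2 protein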
# An asterisk follows results filed as active; · = not tested or not shown. Not all compounds are listed (hit frequency here may not be typical).
Molecule,GSTO1 counter,pPAFAH inh,PAFAH1B2 FP inh,LYPLA1 counter,PAD4 FP inh,PAFAH1B3 inh,LYPLA2 counter,PREPL inhibitor,PAFAH2 FP inh
Cc1cccc(C)c1NC(=O)CN1C(=O)CCSc2ccc(S(=O)(=O)N3CCCC3)cc21,-2,4,7,-1,-2,7,6,2,4
COc1cc(OC)c(N(C)S(=O)(=O)c2cccc(C(=O)Nc3nc(C)cs3)c2)cc1Cl,·,6,-2,-17,0,3,-20,3,-7
COc1ccc([C@@H]2[C@@H]3C(=O)N(C(C)(C)C)C(=O)[C@@H]3[C@]3(CC(C)C)C(=O)N(c4cccc(F)c4)C(=O)N23)cc1,2,3,9,-2,0,-4,3,4,-1
O=C1NC(=S)N/C1=C/C=C/c1ccccc1,0,-3,-3,-2,-3,2,0,-7,2
CCc1ccc(N2NC(=O)/C(=C/C=C/c3ccco3)C2=O)cc1,8,15,6,5,-5,8,5,15,10
CC(NC(=O)Cc1cccs1)C(c1cccs1)N1CCOCC1 (centres undefined),-4,4,-3,3,-4,0,9,7,-11
O=C(CCNS(=O)(=O)c1ccccc1)NNC(=O)C1COc2ccccc2O1 (centres undefined),5,6,-3,1,-1,3,2,7,0
CN=C(C)/C(C(=O)OC)=C(/O)c1ccccc1F,-7,-11,5,-1,4,4,-3,12,6
CC1CN(c2ccc([N+](=O)[O-])nc2)CC(C)O1 (centres undefined),-2,3,3,4,0,-1,4,2,0
COC(OC)C(C)NC(=O)NC(=O)c1ccccc1Cl (centres undefined),4,4,3,1,2,6,5,4,3
CCCCN(C(=O)COc1ccc(NC(C)=O)cc1)C1CCS(=O)(=O)C1 (centres undefined),1,-3,2,2,1,6,2,12,-2
CC1(C)CC(NC(=O)C2CCC(=O)N(C3CC3)C2)CC(C)(C)C1 (centres undefined),6,3,14,0,2,-6,2,-1,-1
O=C(Nc1nnc(SCCN2CCOCC2)s1)C1CC(=O)N(c2ccc(F)cc2)C1 (centres undefined),1,8,0,0,-1,3,3,17,5
O=C(OCC(=O)N(Cc1ccccc1)C1CCS(=O)(=O)C1)c1cc2c(s1)CCCC2 (centres undefined),-4,5,3,-2,1,7,-7,25,-3
Cc1[nH]c(C)c(S(=O)(=O)N2CCN(c3ccccc3F)CC2)c1C(=O)N1CCCC1,6,9,6,0,1,2,9,11,6
COc1ccc(C(=O)NNC(=S)NC(=O)c2ccccc2[N+](=O)[O-])cc1,16,0,-1,2,-1,10,7,-1,1
CCOc1ccccc1N(C)S(=O)(=O)c1ccc2c(c1)CC(C)N2C(=O)C1CC1 (centres undefined),-3,3,5,1,2,3,4,-5,12
COc1ccc(-c2ccc3oc(-c4ccc(OC)cc4)c(C#CCCO)c3c2)cc1,-1,2,-2,0,1,10,1,17,3
Cc1ccc(C(=O)CCC(=O)CCC(=O)O)cc1,9,3,5,1,1,6,2,4,-6
Cc1cc(NC(=O)Cn2c(=O)n(CCCCC(=O)NC3CCN(Cc4ccccc4)CC3)c(=O)c3ccccc32)n[nH]1,-2,6,·,-2,-2,·,0,-6,·
O=C(COC(=O)c1cc2ccccc2oc1=O)c1cccc([N+](=O)[O-])c1,6,6,6,2,3,5,1,3,4
CCC1SC2=NC(C)=C(C(=O)OCC(C)C)C(/C=C/c3ccccc3OC)N2C1=O (centres undefined),3,1,-3,0,0,0,-2,2,-15
O=S(=O)(NCCc1ccccn1)c1ccc(OC(F)(F)F)cc1,1,10,5,3,5,-1,4,6,-7
Cn1c2c(c(=O)n(C)c1=O)C(C(F)(F)F)(C(F)(F)F)N=C(CCC1CCCCC1)N2,-4,-1,4,-9,-1,4,1,3,1
Cc1cc(NC(=O)c2ccc(F)cc2)n(CCOC(=O)c2ccc(F)cc2)n1,-1,-1,6,3,0,5,8,9,4
O=C(CN1C(=O)NC2(CCCCC2)C1=O)Nc1cccc2ncccc12,·,1,0,-2,0,-5,-2,3,-1
CSc1ncc(Cl)c(C(=O)Nc2c(C)cccc2C)n1,0,4,1,4,-1,13,-4,5,-13
COc1ccc(C2C=C(c3ccccc3)Nc3nc(NC(C)=O)nn32)cc1 (centres undefined),-1,2,·,-4,3,·,-6,-4,·
CCN(C(=O)CSc1nc2cc(Cl)ccc2c(=O)n1Cc1ccco1)C1CCS(=O)(=O)C1 (centres undefined),-8,-8,4,2,-5,8,-8,2,3
CN(Cc1ccccc1)C(=O)c1nc2ccccn2c1CN1CCC(N2CCOCC2)CC1,0,6,-2,8,-2,4,10,5,-2
O=C(Cc1ccccc1)NCC(=O)N1CCN(c2ccccc2F)CC1,0,6,0,6,-1,9,-1,9,12
CCOC(=O)c1c(C)[nH]c(C(=O)CN2C(=O)NC(C)(CC(C)C)C2=O)c1C (centres undefined),-4,4,3,4,0,0,9,13,-2
COc1cc(C(=O)N(C)C2CCCN(Cc3ccccc3F)C2)cc(OC)c1OC (centres undefined),9,4,-3,0,0,11,-6,-2,5
CCOc1cc(C(=O)N2CCOCC2)ccc1OCc1ccccc1,-6,1,5,3,0,0,4,1,-3
COc1cccc(/C=N/n2c(-c3ccco3)nc3ccccc3c2=O)c1OC,-2,1,-4,-1,1,-7,3,11,-2
C=CCN(C(=O)CN1CCCCC1)c1nc(-c2ccccc2)cs1,0,5,3,0,-1,0,1,9,15
CCCNC(=O)c1noc2c1CCc1ccccc1-2,2,-4,5,-2,2,0,-9,3,-2
C=CCN(C(=O)c1csnn1)C(C(=O)NCc1ccc(F)cc1)c1ccccc1F (centres undefined),3,7,-1,1,-2,9,5,1,-8
CC(=O)NS(=O)(=O)c1ccc(NC(=O)c2ccc(Cl)cc2[N+](=O)[O-])cc1,6,2,1,-2,2,5,-5,8,4
O=[N+]([O-])c1ccc(N2CCN(CCOc3nonc3-c3ccccc3)CC2)c(Cl)c1,4,1,4,-3,-2,10,3,-40,4
CC12CCC(c3c(CO)nn(-c4ccccc4)c31)C2(C)C (centres undefined),8,3,2,-4,-1,1,-4,-9,6
FC(F)Oc1ccc(NC(=S)NCc2cccnc2)cc1,-5,-2,-2,-3,2,9,3,-9,-9
CCOc1ccc(C(=O)Cc2cc(OC)c(OC)cc2[N+](=O)[O-])cc1,0,1,7,6,2,4,25,11,-1
COc1ccccc1NS(=O)(=O)c1cccc(C(=O)NCC(C)(C)N2CCOCC2)c1,-5,0,5,1,1,-2,-2,0,-9
O=C(CSc1nnnn1Cc1ccccc1)c1ccc(F)cc1,29,4,5,-1,-4,8,-6,-8,0
COc1ccc(-c2coc(CCC(=O)N3CCN(c4cc(C)ccc4C)CC3)n2)cc1,·,6,2,·,2,3,·,·,4
NC(=O)C1CCN(c2nc(C3CC3)nc3c2nnn3Cc2ccccc2Cl)CC1,0,-2,4,-8,-1,-3,-1,2,-1
NS(=O)(=O)c1ccc(CCNC(=S)Nc2ccc(F)cc2)cc1,5,-2,-1,0,-9,1,-1,12,-1
Brc1ccc(-c2nc3ncccn3c2NC2CCCCC2)o1,3,6,1,0,-1,-1,-3,12,-1
COc1cccc(C(C)N(C)Cc2nc(COc3ccccc3)no2)c1 (centres undefined),-3,3,1,-1,-3,-1,4,0,-5

# Overlap with the part before: 2 compounds; new compounds follow.
Molecule,GSTO1 counter,pPAFAH inh,PAFAH1B2 FP inh,LYPLA1 counter,PAD4 FP inh,PAFAH1B3 inh,LYPLA2 counter,PREPL inhibitor,PAFAH2 FP inh
Brc1ccc(-c2nc3ncccn3c2NC2CCCCC2)o1,3,6,1,0,-1,-1,-3,12,-1
COc1cccc(C(C)N(C)Cc2nc(COc3ccccc3)no2)c1 (centres undefined),-3,3,1,-1,-3,-1,4,0,-5
CC(C)C12CN3CC(C(C)C)(CN(C1)C3c1ccco1)C2=O (centres undefined),8,-1,8,0,3,5,0,7,-6
Cc1ccc(S(=O)(=O)Cc2ccc(C(=O)NCc3cccs3)o2)cc1,4,4,3,0,-1,10,6,2,4
Cc1nc(NC(CC(C)C)C(=O)O)c2nc(C)oc2n1 (centres undefined),5,7,1,-2,-4,7,4,4,1
CCCc1cc(=O)[nH]c(SCC(=O)N(CC)c2c(N)n(Cc3ccccc3)c(=O)[nH]c2=O)n1,2,1,-2,3,0,-1,5,9,3
O=C(COc1ccc(Cl)cc1Cl)Nn1c(=S)[nH]c2ncccc2c1=O,22,3,8,1,4,12,-3,-4,5
CC(NCc1ccc(N(C)C)cc1)C1CC2CCC1C2 (centres undefined),-6,1,5,2,-5,3,-1,11,-1
O=C1OC(=O)C2C1[C@@H]1CC[C@H]2O1 (some centres undefined),5,3,3,0,-5,6,0,-4,6
O=C(COC(=O)Cc1ccsc1)Nc1ccc(S(=O)(=O)N2CCOCC2)cc1,3,8,0,3,-4,3,6,6,-10
CC1CCCCC1NS(=O)(=O)c1ccc2c(c1)CC(=O)N2C (centres undefined),-2,12,5,-3,1,6,-1,1,4
CSC(=NC#N)N1CCN(c2ccccn2)CC1,-2,2,2,-1,-6,12,4,2,3
Cc1ccc(S(=O)(=O)/C(C#N)=C/c2c[nH]c3ccccc23)cc1,-28,-4,-2,-22,-12,-4,-30,11,-15
Cc1ccc(S(=O)(=O)N(C)CC(=O)NNC(=O)CCNS(=O)(=O)c2cccc(C)c2)cc1,·,5,2,·,-2,4,·,15,7
S=c1[nH]nc(-c2ccccc2)n1/N=C/c1cccc(Br)c1,5,13,11,-6,-5,0,-5,6,12
C/C(=N/NC(=O)CCCOc1ccc(Cl)cc1Cl)c1ccc(C)o1,-1,5,3,-4,-1,1,2,-9,12
CCOc1cc(/C=C2\C(=O)N(c3ccc(C(N)=O)cc3)N=C2C)ccc1OC(=O)c1cccs1,73*,4,6,1,27*,3,15,58*,4
Nc1nc(CSC(=S)N2CCCCC2)nc(Nc2ccccc2)n1,8,0,1,-4,-1,1,-1,-10,20
Cc1ccsc1/C=C1/CN(C)Cc2c1nc1ccccc1c2C(=O)O,2,1,-1,5,1,2,7,24,-7
O=c1c2ccccc2nnn1COc1cccc2ccccc12,3,0,7,-2,-2,9,18,0,-2
O=C(CSc1ccc(Cl)cc1)N1CCN(c2c(Cl)cccc2[N+](=O)[O-])CC1,1,15,8,-2,3,8,8,6,3
CC(C(=O)Nc1cccc([N+](=O)[O-])c1)N(c1ccccc1)S(C)(=O)=O (centres undefined),1,-1,8,3,0,10,6,-10,5
Cc1noc(C)c1COc1ccc(C(=O)NCc2ccccn2)cc1,6,-12,-1,2,1,8,0,15,-7
